Source: PubChem
PPARg SRC-2 ag: promotes SRC-2 coactivator recruitment by human PPARgamma; activation, % at 8 µM; P37231; PPARgamma LBD-SRC-2 recruitment, biochemical; 200,000 compounds, 0.34% hits; in the data active = activation above about 22%;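 note: 0% = vehicle and 100% = reference agonist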
Target sequence (P37231 whole entry, looked up, the tested form may be a part): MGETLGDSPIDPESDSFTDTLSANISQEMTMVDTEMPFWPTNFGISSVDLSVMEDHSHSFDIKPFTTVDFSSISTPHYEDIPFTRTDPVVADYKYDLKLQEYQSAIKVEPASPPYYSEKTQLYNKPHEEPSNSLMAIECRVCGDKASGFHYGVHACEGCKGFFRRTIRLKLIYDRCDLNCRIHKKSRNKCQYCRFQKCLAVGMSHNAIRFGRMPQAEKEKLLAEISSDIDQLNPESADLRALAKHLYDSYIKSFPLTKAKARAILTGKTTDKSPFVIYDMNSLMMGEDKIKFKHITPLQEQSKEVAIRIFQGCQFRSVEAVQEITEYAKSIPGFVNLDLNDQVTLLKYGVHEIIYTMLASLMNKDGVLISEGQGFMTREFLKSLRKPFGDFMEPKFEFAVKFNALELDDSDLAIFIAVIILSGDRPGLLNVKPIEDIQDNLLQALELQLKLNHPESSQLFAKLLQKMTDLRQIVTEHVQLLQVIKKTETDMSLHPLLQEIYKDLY
SRC2 TRFRET art: counter-screen for PPARgamma SRC-2 recruitment agonists: TR-FRET artefact. hits give high values. TR-FRET ratio at 8 µM. 200,000 compounds, 0.4% hits; in the data active = TR-FRET ratio above about 2000; note: inactives centre near 1500
PMI act satM6P: increases human PMI activity with near-saturating mannose 6-phosphate; P34949; coupled PMI enzyme assay, resazurin fluorescence, 20 min; hits give high values; 1 = untreated enzyme, 0 = substrate-free blank; activation factor at 20 µM; 190,000 compounds, 0.34% hits;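 active = activation factor of 2 or more at 20 µM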
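Material: human phosphomannose isomerase with PGI, G6PDH, diaphorase coupling enzymes. Quantity: 15 ng/mL PMI. Medium: HEPES pH 7.4 buffer with MgCl2 and Tween-20. Reagent: Near-saturating mannose-6-phosphate, 1.0 mM. Compound: 20 µM single dose. Times: enzyme reaction with compound 20 min at room temperature. Detection: resorufin fluorescence at Ex 544/Em 590 nm.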
Diaph inh CS: diaphorase inhibition or chemical oxidation counter-screen | 190,000 compounds, 0.69% hits | diaphorase resazurin-to-resorufin fluorescence, NADH, 16 min; bacterial (C. kluyveri) enzyme, not human | inhibition, % at 20 µM | AID 1217;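 active = primary screen inhibition at 20 µM above a set limit, cut at about 50% in these data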;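 note: plate controls were DMSO with full reaction for no effect and wells lacking NADH for full effect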
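Test system: bacterial diaphorase enzyme (C. kluyveri); Quantity: 0.14 U/mL diaphorase, enzyme working solution; Times: reaction incubation of 16 min at room temperature; Measured by: fluorescence of resorufin formed from resazurin, Ex 544/Em 590 nm; Benchmarks: positive control minus NADH, DMSO neutral control.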
S1P3 antagonist: antagonists of human S1P3 receptor | Q99500 | CHO S1P3 NFAT-BLA reporter, FRET fluorescence, antagonist mode | inhibition, % at 4.98 µM | 170,000 compounds, 0.27% hits | AID 485;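 active = inhibition above the plate cutoff, the mean inhibition of test wells on that plate plus 3 SD, cut at about 28% in these data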;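 note: cells challenged with S1P at its EC80 of 0.8 µM; blue over green emission ratio from cleaved BLA substrate after 4 h stimulation; 0% = S1P-stimulated wells and 100% = unstimulated DMSO-only wells; some compounds past the cut are filed as inactive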
PPARg SRC-1 ag: promotes SRC-1 coactivator recruitment by human PPARgamma. P37231. PPARgamma-SRC-1 coactivator recruitment biochemical assay. activation, % at 8 µM. 200,000 compounds, 0.41% hits. AID 631; in the data active = activation above about 19%;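 note: 0% = DMSO and 100% = reference agonist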
G6PDH counter: counter-screen for G6PDH assay hits: L. mesenteroides G6PDH inhibition. Purified L. mesenteroides G6PDH, diaphorase/resazurin coupled fluorescence, 45 min. inhibition, % at 5 µM. 200,000 compounds, 0.12% hits. AID 1020; in the data active = inhibition above about 50%
ROMK primary: modulators of human ROMK potassium channel; 130,000 compounds, 2% hits; Tet-inducible ROMK, thallium flux fluorescence; actives lie on both sides; B-score at 10 µM; P48048;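 active = signal ratio slope over the read window, or its plate-corrected B-score, at least 3 SD from the plate mean, either direction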;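 note: B-score of the F/F0 ratio slope over 7 to 12 s after thallium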
Target sequence (P48048 whole entry, looked up): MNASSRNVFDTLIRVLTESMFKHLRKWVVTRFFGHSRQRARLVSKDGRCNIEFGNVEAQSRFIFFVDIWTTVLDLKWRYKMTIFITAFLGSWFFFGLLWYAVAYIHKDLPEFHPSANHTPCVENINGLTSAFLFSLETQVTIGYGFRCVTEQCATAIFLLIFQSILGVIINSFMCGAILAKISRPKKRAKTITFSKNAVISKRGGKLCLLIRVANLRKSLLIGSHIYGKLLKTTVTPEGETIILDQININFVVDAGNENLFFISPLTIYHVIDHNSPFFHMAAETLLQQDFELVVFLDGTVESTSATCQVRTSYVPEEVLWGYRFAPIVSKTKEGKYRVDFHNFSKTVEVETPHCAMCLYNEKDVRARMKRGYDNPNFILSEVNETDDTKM
PPARg SRC3 recr: agonists of human PPARgamma SRC-3 coactivator recruitment; 200,000 compounds, 0.26% hits; biochemical PPARgamma/SRC-3 coactivator recruitment assay; P37231; activation, % at 8 µM; in the data active = activation above about 23%;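 note: 0% = DMSO and 100% = reference agonist; some compounds past the cut are filed as inactive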
PMI activator: increases human mannose-6-phosphate isomerase activity | activation factor at 20 µM | P34949 | 190,000 compounds, 0.005% hits | purified human PMI, coupled resazurin fluorescence, 20 min; hits give high values; 1 = vehicle control, 0 substrate-free wells;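 active = activation factor of 2 or more at 20 µM, relative to plate controls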
Diaph act CS: diaphorase activation or chemical reduction counter-screen; AID 1229; activation factor at 20 µM; 190,000 compounds, 0.005% hits; Diaphorase/resazurin coupled assay, resorufin fluorescence, 16 min; hits give high values; 1 = vehicle wells, 0 = NADH-free wells;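 active = diaphorase activity raised at least twofold by the compound at 20 µM; inactive = activation factor below 2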
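Assay system: Purified diaphorase enzyme from Clostridium kluyveri | Amount: Enzyme 0.07 U/mL final | Dosing: Compound 20 µM once, DMSO 1% | Timing: 16 min reaction at room temperature | Detection: Fluorescence, excitation 544 nm and emission 590 nm | Evaluation: Higher resorufin formation from activation or reduction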
The depositor's hits bear a star; / = no result given.

Structure	PPARg SRC-2 ag	SRC2 TRFRET art	PMI act satM6P	Diaph inh CS	S1P3 antagonist	PPARg SRC-1 ag	G6PDH counter	ROMK primary	PPARg SRC3 recr	PMI activator	Diaph act CS
COCCCNCCCOc1ccc(C)cc1Br	-13	1459	1.1	8	-5	4	12	-0.44	-1	1.1	0.9
O=[N+]([O-])c1cccc(-c2nc(-c3ccccc3)no2)c1	-3	1666	0.8	15	-18	0	24	-0.27	0	0.8	0.8
COc1ccc(C2CC(=O)c3c(C)nc(N4CCN(Cc5ccccc5)CC4)nc3C2)cc1OC (centres undefined)	-1	1345	1	11	-24	2	0	0.77	-4	1	0.9
CCCOC1CCCN(C(=O)CCc2nnc(Cc3cccc(C)c3)o2)C1 (centres undefined)	-3	1556	1	2	16	1	8	0.42	-2	1	1
CCC(C)C(NC(=O)c1ccccc1NC(=O)c1ccc(OC)cc1)C(=O)NCc1ccco1 (centres undefined)	-1	1631	1	2	8	7	-2	-0.0062	-8	1	1
NC(=O)C1CCN(CC(=O)NCc2ccccc2)CC1	1	1507	0.9	5	/	4	-4	/	7	1	1
CN(Cc1ccccc1)C(=O)c1ccc(Cl)c([N+](=O)[O-])c1	4	1376	0.9	9	-11	0	5	1	0	1	0.9
COc1ccc(N/C=C(\C#N)c2nc3ccccc3n2C)c(OC)c1	0	1462	0.9	30	/	-5	16	0.002	-4	1	0.7
O=C(NC1CCCCCC1)c1cccnc1Sc1ccccc1	1	1525	1	1	16	10	6	0.88	4	0.9	1
Cc1nc(NS(=O)(=O)c2ccc(Br)cc2)c2c3c(sc2n1)CCC3	0	1540	1	6	/	-2	-4	/	5	1	0.9
CCOc1ccc2nc(NC3=NC(C)(C)C=C(C)N3)nc(C)c2c1	-3	1674	1	-10	/	0	3	-1.2	-3	1	1.1
Cc1cc(NC(=O)c2ccc3c(c2)C(=O)N(Cc2ccccc2)C3=O)no1	-2	1453	1	14	-7	-2	1	/	-2	1	0.9
COc1ccc(S(=O)(=O)NCCSc2ccc(C)cc2)cc1OC	3	1422	0.9	24	-3	3	1	/	-7	1	0.8
O=C1CCCN1c1ccc(S(=O)(=O)N2CCCCC2)cc1[N+](=O)[O-]	-3	1494	1	8	-19	-9	4	0.02	1	1	0.9
CN(C)c1nc(N(C)C)n(C(=O)c2cccs2)n1	1	1329	1	8	-2	11	8	-0.19	3	1	0.9
O=C(COC(=O)C1CCC1)Nc1ccc(OC(F)F)cc1	-1	1438	1	5	/	-10	-1	/	2	0.9	0.9
CCN(c1ccccc1)S(=O)(=O)c1ccc(F)c(C(=O)O)c1	0	1622	1.1	-8	-24	-2	-2	/	-2	1	1.1
COCCSc1nc2sc3c(c2c(=O)n1-c1ccccc1)CCN(C)C3	-6	1578	1.2	6	/	-4	6	-1.3	-4	1.1	0.9
COc1cccc(N2CCN(C(=O)CCNS(=O)(=O)c3ccc4c(c3)c(=O)n(C)c(=O)n4C)CC2)c1	6	1518	0.8	19	8	0	6	/	-1	0.9	0.8
CCOc1cc(S(=O)(=O)Nc2ccccc2CC)ccc1Cl	3	1455	0.9	15	/	4	1	/	8	0.8	0.8
O=C(N/N=C/c1ccncc1)c1cc2c(ccc3ccccc32)o1	1	1360	1.1	4	/	-8	2	1.1	-5	1.2	1
COc1ccc(NC(=O)Cn2nnc3ccccc32)c([N+](=O)[O-])c1	-4	1462	1	3	-4	-5	4	-0.21	0	1.1	1
C=C(C)Cn1c(-c2ccccc2)nc2ccccc21	9	1763	1	2	8	2	-2	/	10	0.9	1
CCn1c(CCNC(=O)c2ccc(OC)cc2)nnc1SCc1ccc(Cl)c(Cl)c1	-2	1409	1	21	8	-5	-21	/	1	0.8	0.8
CCn1nc(C)c(/C=C2\CCCC3=C2OC(N)=C(C#N)C3c2c(C)nn(CC)c2C)c1C (centres undefined)	3	1493	0.5	21	-28	4	11	-0.46	11	0.8	0.8
Cc1cc(C)n2nc(SCC(=O)N/N=C/c3ccc(F)cc3)nc2n1	6	1411	1	15	/	0	4	0.16	2	1	0.8
C/C(=N\NC(=O)CSCc1ccccc1Cl)c1cccc(NC(=O)c2ccccc2)c1	8	1574	0.9	18	/	-3	0	-0.61	13	1	0.8
Cc1cccc(N/C(N)=N/c2nc(C(F)(F)F)cc(C(F)(F)F)n2)c1	-3	1517	0.9	11	2	-2	5	0.39	-3	0.9	0.9
Cc1cccc(-[n+]2c(C)cc(C)c3c(=O)[nH]c(=O)[nH]c32)c1	4	1720	1.1	7	-4	12	2	/	1	0.9	0.9
Cc1ccc(-c2nn(-c3ccccc3)cc2CNCc2ccccc2)cc1	-2	1470	0.9	-11	-14	11	9	-2.5	2	1	1.1
COC(=O)c1ccccc1NC(=O)Cn1cnc2ccc(S(=O)(=O)N3CCC(C)CC3)cc2c1=O	2	1465	1	7	14	0	4	/	7	0.9	0.9
CC(=O)Nc1ccc(S(=O)(=O)/N=C2\SCCN2S(=O)(=O)c2ccc(NC(C)=O)cc2)cc1	-1	1596	/	/	-22	-8	/	/	-3	/	/
CC(CS(=O)(=O)c1cccc2cccnc12)N1CCCCC1 (centres undefined)	1	1326	1.8	12	-21	-3	11	/	4	1.6	0.9
Cc1cc(C)nc(SC(C)C(=O)O)n1 (centres undefined)	-7	1722	1	8	-14	4	8	-0.48	-7	1	0.9
Cc1ccc(S(=O)(=O)N(CC(=O)N/N=C/c2cccc(C)c2)c2cccc3cccnc23)cc1	2	1606	1.1	2	/	4	2	1.1	6	1	1
COc1ccc(NC(=O)c2cc(C)nc3ccccc23)c(OC)c1	-2	1478	1	-10	-1	1	2	0.52	3	1.1	1.1
Cc1ccc(C(c2sc3nc(C)nn3c2O)N2CCN(c3ccc(F)cc3)CC2)cc1 (centres undefined)	3	1438	0.9	20	-12	6	4	0.93	5	0.9	0.8
Cn1nnnc1SCC(=O)Nc1cccc([N+](=O)[O-])c1	2	1488	1.2	0	-2	-4	12	1	-1	1.2	1
CCOC(=O)c1ccc(NC(=O)CCc2nc(-c3ccccc3)no2)cc1	3	1637	0.9	36	-7	7	0	-0.082	3	0.9	0.6
Cn1ncc(Br)c1C(=O)Nc1ccc(F)cc1F	2	1612	1.1	10	/	12	-6	0.68	18	1	0.9
O=C(O)C1Cc2ccccc2CN1C(=O)c1ccccc1 (centres undefined)	-2	1289	1	4	-50	-6	-1	/	-3	1	1
CCCC(C)NC(=O)c1nc(-c2ccccc2)n(-c2ccccc2)n1 (centres undefined)	10	1512	1.1	-6	/	2	-1	-1.2	1	1.1	1.1
COc1ccc(/C=N/NC(=O)C(C)N(c2ccc(OC)cc2)S(C)(=O)=O)cc1 (centres undefined)	-5	1436	1	7	-10	3	-2	-0.013	1	1	0.9
CC(=O)c1ccc(NC(=O)CSC(C)C)cc1	-3	1371	1	6	-27	-2	-2	-0.57	-6	1	0.9
CCCCn1nnnc1SCC(=O)Nc1ccc(C)cc1	-1	1459	0.7	4	-28	8	9	-0.44	2	1	1

Three compounds picked at random from those above, as already listed:
Structure	PPARg SRC-2 ag	SRC2 TRFRET art	PMI act satM6P	Diaph inh CS	S1P3 antagonist	PPARg SRC-1 ag	G6PDH counter	ROMK primary	PPARg SRC3 recr	PMI activator	Diaph act CS
CCOC(=O)c1ccc(NC(=O)CCc2nc(-c3ccccc3)no2)cc1	3	1637	0.9	36	-7	7	0	-0.082	3	0.9	0.6
COc1ccc(NC(=O)c2cc(C)nc3ccccc23)c(OC)c1	-2	1478	1	-10	-1	1	2	0.52	3	1.1	1.1
COc1ccc(/C=N/NC(=O)C(C)N(c2ccc(OC)cc2)S(C)(=O)=O)cc1 (centres undefined)	-5	1436	1	7	-10	3	-2	-0.013	1	1	0.9

Next structures.
Structure	PPARg SRC-2 ag	SRC2 TRFRET art	PMI act satM6P	Diaph inh CS	S1P3 antagonist	PPARg SRC-1 ag	G6PDH counter	ROMK primary	PPARg SRC3 recr	PMI activator	Diaph act CS
CC(=O)OC(/C(O)=C(\C#N)c1nc2ccccc2[nH]1)c1ccccc1 (centres undefined)	15	1516	0.9	14	8	4	9	/	1	1	0.9
CCC(=O)N/N=c1/sc2ccccc2n1C	3	1360	1.2	6	-9	1	8	-0.023	-1	1.1	0.9
Nc1c(C(=O)c2ccccc2)oc2ccc(Br)cc12	0	1623	1	15	-17	8	11	/	6	1	0.9
CC(=O)NC1C(OCc2ccccc2)OC2COC(c3ccccc3)OC2C1OCC(=O)O (centres undefined)	8	1706	1.2	-22	-7	5	10	-0.02	4	1.1	1.2
O=C(O)CC(NCc1ccco1)C(=O)OCCc1ccccc1 (centres undefined)	6	1592	1	7	/	8	-1	-0.44	2	1	0.9
Cc1nnc(SC/C=C/c2ccccc2)n(N)c1=O	13	1576	1.2	-9	-17	5	10	-0.18	4	1.1	1.1
Cc1cc(=O)[nH]c(COc2ccccc2)n1	-2	1503	1.1	-8	/	0	2	0.99	13	1.2	1.1
c1ccc(Cn2nnc3c(N4CCc5ccccc54)ncnc32)cc1	-11	1621	0.8	11	5	3	9	/	-3	1	0.9
O=C(NCCCn1ccnc1)c1cc2c(ccc3ccccc32)o1	1	1419	1	-15	-11	6	2	-0.24	2	1.1	1.2
CC1(C)O[C@@H]2C[C@H]3[C@@H]4CCC5=CC(=O)C=C[C@]5(C)[C@@]4(F)[C@@H](O)C[C@]3(C)[C@]2(C(=O)CO)O1	-5	1306	1	-1	-30	9	17	-0.45	-4	1.1	1
CC(C)(O)C#Cc1ccc(C(=O)NC2CCCCC2)s1	3	1522	1.1	10	-11	-7	-3	/	-3	1.1	0.9
O=C(c1ccco1)N1CCN(S(=O)(=O)c2ccc(Br)s2)CC1	13	1584	1	16	-10	-8	1	/	-15	0.9	0.8
CCCCN(CCCC)c1cc(C)nc(-c2ccccc2O)n1	4	1378	0.9	11	/	0	4	/	14	0.9	0.9
O=C(CCNS(=O)(=O)c1cccs1)Nc1ccccc1F	2	1649	1	12	/	5	4	/	3	1	0.9
COCCNCCOCCOc1cccc(OC)c1	8	1532	0.9	8	-26	0	4	1.2	4	1	0.9
Cn1cnnc1SCC(=O)NC1CCCCC1	-3	1500	0.9	11	-12	0	4	0.11	-2	0.9	0.9
